Source: PubChem BioAssay
Bim-Bcl-B: human Bim-Bcl-B interaction inhibition; Q9HD36; bead-based flow cytometry, Bim peptide-Bcl-B binding; inhibition, % at 10 µM; 190,000 compounds, 0.073% hits; AID 951;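 further: 0% = tracer peptide without compound and 100% = reference inhibitor peptide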
Target sequence (Q9HD36 whole entry, looked up): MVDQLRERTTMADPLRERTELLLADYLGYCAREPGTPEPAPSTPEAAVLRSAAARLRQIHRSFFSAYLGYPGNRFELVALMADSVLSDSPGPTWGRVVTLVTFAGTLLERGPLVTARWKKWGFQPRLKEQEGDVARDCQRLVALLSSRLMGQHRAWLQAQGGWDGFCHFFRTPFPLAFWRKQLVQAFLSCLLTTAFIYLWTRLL
RGS7-Gao: human RGS7-Galphao interaction regulation; AID 1439; Multiplexed bead flow cytometry, RGS7-Galphao binding; actives lie on both sides; P09471; binding response (% of control), % at 10 µM; 220,000 compounds, 0.35% hits; in the data active means binding response below about 49% or above about 150%; inconclusive means no clear call, values can overlap the other calls; inactive means in between;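 further: fluorescent Galphao held in activated GDP-AlF4 state binding bead-coupled RGS7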
Target sequence (P09471 whole entry, looked up): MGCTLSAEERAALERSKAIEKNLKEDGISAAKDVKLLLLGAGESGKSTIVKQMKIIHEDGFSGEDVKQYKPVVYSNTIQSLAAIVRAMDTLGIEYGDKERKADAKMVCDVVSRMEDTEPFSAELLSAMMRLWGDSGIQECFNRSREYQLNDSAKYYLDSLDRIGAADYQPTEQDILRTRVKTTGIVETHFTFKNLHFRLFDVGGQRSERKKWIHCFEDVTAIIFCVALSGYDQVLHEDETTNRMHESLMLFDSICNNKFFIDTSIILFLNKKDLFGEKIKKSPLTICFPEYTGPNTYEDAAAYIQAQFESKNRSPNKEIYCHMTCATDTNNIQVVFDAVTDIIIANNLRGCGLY
Bfl-1 Bim block: disrupts Bim binding to human Bfl-1. Q16548. Bead-based flow cytometry, Bim-Bfl-1 binding inhibition. inhibition, % at 10 µM. 190,000 compounds, 0.12% hits. AID 1008;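 further: 0% = wells without compound plus tracer and 100% = blocker peptide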
Bcl-2 Bim block: disrupts Bim peptide binding to human Bcl-2. P10415. Bead-based flow cytometry, Bim peptide-Bcl-2 binding. inhibition, % at 10 µM. 190,000 compounds, 0.06% hits; in the data active means inhibition above about 40%; inconclusive means no clear call, values can overlap the other calls;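 further: 0% = no compound wells with probe peptide and 100% = reference peptide inhibitor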
Target sequence (P10415 whole entry, looked up): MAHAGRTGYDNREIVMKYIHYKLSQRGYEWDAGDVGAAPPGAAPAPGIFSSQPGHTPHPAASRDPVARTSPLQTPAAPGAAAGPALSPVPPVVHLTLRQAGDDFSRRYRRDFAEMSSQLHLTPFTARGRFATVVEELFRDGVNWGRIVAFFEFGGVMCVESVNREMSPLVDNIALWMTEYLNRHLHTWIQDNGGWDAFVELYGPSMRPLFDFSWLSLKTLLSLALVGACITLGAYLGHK
Mcl1-Bid inh: disrupts binding of human Mcl-1 to Bid peptide. Q07820. TR-FRET Mcl-1/Bid-Dy647 peptide binding, 1536-well. inhibition, % at 21.7 µM. 220,000 compounds, 0.97% hits;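 active means compounds that cut the binding signal by more than half at the single screening dose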;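 further: His-tagged Mcl-1 with europium anti-His antibody binding Bid BH3 peptide; 0% = Mcl-1 plus peptide wells and 100% = peptide-only wells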
Bcl-W Bim block: disrupts Bim peptide binding to human Bcl-W; bead-based flow cytometry; AID 952; 190,000 compounds, 0.02% hits; inhibition, % at 10 µM;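 further: 0% = bound tracer without compound and 100% = peptide blocker; higher means less fluorescent Bim peptide bound to Bcl-W beads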
Target sequence (Q92843 whole entry, looked up): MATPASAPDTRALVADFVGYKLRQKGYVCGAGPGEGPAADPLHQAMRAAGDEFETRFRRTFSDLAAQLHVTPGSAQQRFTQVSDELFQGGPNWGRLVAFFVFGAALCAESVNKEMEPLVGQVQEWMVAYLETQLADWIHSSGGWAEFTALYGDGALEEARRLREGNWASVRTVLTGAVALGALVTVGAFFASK
Bim-Bcl-XL: inhibitors of Bim-Bcl-XL interaction, human; Q07817; inhibition, % at 10 µM; 190,000 compounds, 0.04% hits; Bim peptide-Bcl-XL binding, bead flow cytometry, fluorescence
RGS4-Gao reg: human RGS4-Galphao interaction regulation; Multiplexed bead flow cytometry, RGS4-Galphao binding; actives lie on both sides; binding response (% of control), % at 10 µM; 220,000 compounds, 0.33% hits; in the data active means binding response below about 49% or above about 150%; inactive means in between;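 further: fluorescent Galphao activated with aluminum fluoride binding bead-coupled RGS4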
GSH bead fluor: GSH bead compound fluorescence profile; AID 1776; GSH beads flow cytometry, compound fluorescence 488/530 nm; hits give high values; fluorescence (KMESF) at 10 µM; 190,000 compounds, 0.25% hits; in the data active means fluorescence above about 89;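 further: glutathione beads carrying GST-tagged Bcl family fusion proteins plus one bare bead set; values are compound well signal with DMSO vehicle wells as background; inactives centre near 16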
RGS8-Gao: regulators of human RGS8-Galphao interaction; multiplexed bead flow cytometry, RGS8-Galphao binding; actives lie on both sides; response (percent of control binding), % at 10 µM; 220,000 compounds, 0.34% hits; in the data active means response below about 60% or above about 140%; inactive means in between;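 further: Galphao activated as the GDP aluminium fluoride complex binding bead-coupled RGS8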
Mcl-1 Bim block: inhibitors of Bim-Mcl-1 interaction, human; Q07820; 190,000 compounds, 0.1% hits; inhibition, % at 10 µM; AID 1009; Bead-based flow cytometry, Bim peptide-Mcl-1 binding;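 further: 0% = no compound tracer wells and 100% = peptide blocker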
Numbers without * were called inactive; ? = inconclusive. Unless noted, no stated cut-off is given here; in the data, active means inhibition above about 40%.

Bim-Bcl-B,RGS7-Gao,Bfl-1 Bim block,Bcl-2 Bim block,Mcl1-Bid inh,Bcl-W Bim block,Bim-Bcl-XL,RGS4-Gao reg,GSH bead fluor,RGS8-Gao,Mcl-1 Bim block,compound
-10,91,-15,-6,9,0,-1,92,36,94,0,CCCCOc1ccccc1C1NC(=O)NC(C)=C1C(=O)OCc1ccco1 (configuration not stated)
0,?,-5,-2,-19,1,0,102,14,102,0,CSc1ncccc1C(=O)Nc1ccc(S(=O)(=O)NC2=NCCCCC2)cc1
-3,98,3,-3,66*,-4,-6,99,11,103,-4,CCCONC(=O)Nc1ccccc1[N+](=O)[O-]
-2,?,0,2,0,3,1,101,12,101,2,O=C(CSc1cccc[n+]1[O-])Nc1c(Br)cc([N+](=O)[O-])cc1Br
-3,95,0,-2,-9,0,-2,99,7,102,-2,COc1cc(-c2nc3ccccc3c(=O)n2N)cc(OC)c1OC
3,?,3,-1,-1,0,0,99,16,99,-4,Cn1c(N)c(C(=O)COc2ccc(C#N)cc2)c(=O)n(C)c1=O
-5,101,0,-1,-2,-3,-2,99,9,107,0,CCCSC1=N/C(=C/c2ccsc2)C(=O)N1c1ccccc1
-1,101,-2,-3,-14,1,1,104,29,97,-3,N#CCCN1CCN(S(=O)(=O)c2ccc(S(=O)(=O)NCc3ccccc3)cc2)CC1
-3,101,-8,0,-2,0,-3,101,25,100,1,CCOC(=O)CNC(=O)N1CCCC(CNS(=O)(=O)Cc2ccccc2)C1 (configuration not stated)
-7,98,-14,-10,6,0,-12,100,26,99,-2,CCNC(=O)NC(=O)C(C)OC(=O)c1cc(S(=O)(=O)N2CCCCCC2)ccc1OC (configuration not stated)
-12,99,-8,-5,1,-6,-8,102,24,103,-7,CCN=C1S/C(=C\c2cn(C(C)=O)nc2-c2ccccc2)C(=O)N1CC
0,97,-2,0,20,-2,0,101,13,99,0,CS(=O)(=O)NCCNc1ccc(C(F)(F)F)cc1[N+](=O)[O-]
-1,95,-6,-6,-5,-2,-3,95,10,97,0,CCc1ccc(C(=O)COC(=O)[C@@H](NC(N)=O)[C@@H](C)CC)cc1
-6,102,-2,-4,-13,-2,-7,104,11,106,-3,COc1c(C)oc2cc(O)ccc2c1=O
-4,97,0,-4,-33,-2,-2,96,5,84,-3,O=C(Cn1cncn1)c1ccc(F)cc1F
-7,99,-1,0,-22,-1,-5,98,22,99,0,CC(=O)N(C)c1ccc(C(O)(C(F)(F)F)C(F)(F)F)cc1
-5,109,-3,-4,-1,1,0,105,22,104,0,O=C1CC(N2CCSCC2)C(=O)N1c1cccc(Br)c1 (configuration not stated)
-3,101,-6,0,-28,0,-1,100,10,102,-1,O=C1Nc2ccc([N+](=O)[O-])cc2OC1CCN1CCN(Cc2ccccc2)CC1 (configuration not stated)
-1,98,0,-2,-147,1,0,99,10,99,0,COc1ccc(N2CC(C)Cn3c2nc2c3c(=O)n(Cc3ccc(F)cc3)c(=O)n2C)c(OC)c1 (configuration not stated)
-26,133,12,-4,10,0,-9,100,56,87,-6,Cc1nn(CCc2nc(-c3ccco3)cs2)c2[nH]c(=O)cc(C(F)(F)F)c12

Retrieved by compound from the entries so far:
Bim-Bcl-B,RGS7-Gao,Bfl-1 Bim block,Bcl-2 Bim block,Mcl1-Bid inh,Bcl-W Bim block,Bim-Bcl-XL,RGS4-Gao reg,GSH bead fluor,RGS8-Gao,Mcl-1 Bim block,compound
-5,101,0,-1,-2,-3,-2,99,9,107,0,CCCSC1=N/C(=C/c2ccsc2)C(=O)N1c1ccccc1
-5,109,-3,-4,-1,1,0,105,22,104,0,O=C1CC(N2CCSCC2)C(=O)N1c1cccc(Br)c1 (configuration not stated)

The listing continues:
Bim-Bcl-B,RGS7-Gao,Bfl-1 Bim block,Bcl-2 Bim block,Mcl1-Bid inh,Bcl-W Bim block,Bim-Bcl-XL,RGS4-Gao reg,GSH bead fluor,RGS8-Gao,Mcl-1 Bim block,compound
-1,?,-1,1,0,1,0,99,18,100,1,N#Cc1ccccc1OCCCNC1CCCC1
-1,100,0,-2,0,-1,-1,100,15,100,-4,O=C(CSc1nnc(Cc2cccs2)n1-c1ccccc1)NCc1ccc2c(c1)OCO2
-3,104,-4,-6,-22,-3,-5,105,10,101,-4,CC(=O)c1ccc(OCCCC(=O)Nc2ccc(C)c(S(=O)(=O)N(C)C)c2)cc1
0,104,0,0,-24,0,-1,102,19,103,0,Cc1ccc(-c2nnc(-n3nnc4ccccc43)c3ccccc23)cc1
-10,103,-1,-5,10,-5,-3,104,20,102,-4,N=C1/C(=C/c2ccc(OC(=O)c3ccco3)cc2)C(=O)N=C2SC=CN12
-5,101,-4,-3,-13,-1,-3,96,9,104,-2,CCOc1ccccc1C(=O)NCC(=O)OCc1c(C)noc1C
-12,98,-15,-13,1,-4,-15,98,35,101,-4,O=C(CC1COc2ccccc2O1)NC1CCCCC1 (configuration not stated)
-1,104,2,-3,-14,0,-1,102,12,126,0,CCOC(=O)C1CCN(Cc2cc(=O)n3c(-c4ccccc4)csc3n2)CC1
-2,99,0,0,-12,3,-1,102,11,105,2,Cc1cccc(NC(=O)Cn2c(/C=C/c3ccccc3)nc3ccccc32)c1
8,104,13,15,-14,9,18,101,10,91,14,O=C(Nc1ccc(N2CCCC2)c(Cl)c1)c1ccc([N+](=O)[O-])cc1
-6,103,5,1,78*,0,-2,108,11,101,-2,O=C(O)COc1ccccc1C(Nc1cccnc1)c1cc(Cl)c2cccnc2c1O (configuration not stated)
-10,100,-25,-8,-9,-7,-9,97,31,96,-8,Cc1cc(NC(=O)CN2CCC(O)(c3cccc(F)c3)CC2)no1
-2,103,64*,-5,-73,13,4,100,10,101,13,COC(=O)Cc1cc(=O)[nH]c(Nc2nc3ccccc3o2)n1
0,101,-2,0,-28,3,1,94,13,100,0,Cc1c(-c2ccccn2)c(=O)[nH]n1-c1ccc(F)cc1
-2,?,-2,-3,-19,-1,0,98,14,101,1,Nc1nc(SCC(=O)Nc2cccnc2Cl)n[nH]1
-3,100,-5,-2,12,-7,-4,101,24,97,-2,COc1ccc(C(=O)N(CN2CCCC2=O)c2nccs2)cc1OC
-3,104,0,-2,-1,-2,-5,104,65,105,-1,CC(C)c1nc2ccc(NC(=O)C3CCCCC3)cc2[nH]1
-2,106,0,-3,-44,-1,-2,106,10,113,0,O=C(CSc1nc2nc(-c3cccs3)cc(C(F)(F)F)c2c(=O)[nH]1)Nc1ccc(F)c(F)c1
-7,101,-4,-5,-12,-3,-5,99,9,102,-7,COc1ccc(CCNC(=O)C(=O)NCC2OCCN2S(=O)(=O)c2ccc(Br)cc2)cc1OC (configuration not stated)
0,99,0,-1,35,2,1,102,16,101,2,COc1cccc(OC)c1OCCCN1CCOCC1
0,99,1,-3,-1,-4,1,98,15,101,-2,Cn1c(SCC(=O)NCc2ccc3c(c2)OCO3)nc2scc(-c3cccs3)c2c1=O
-3,102,-4,0,4,-3,-4,102,32,101,-1,O=C(Nc1nc2ccccc2n1CCN1CCCCC1)c1ccco1
14,93,36,32,-8,19,17,88,6,96,9,CCN(CC)c1ccc(/C=C2\CCC(/C=C(\C#N)C(=O)Nc3ccccc3F)=C2N2CCOCC2)cc1
-1,103,-3,-1,30,0,-4,108,8,101,-1,NC(=O)Nc1ccc(F)cc1
1,109,0,3,-8,-2,3,113,24,91,-2,CC(=O)Nc1ccc(S(=O)(=O)N2CCSC2C(=O)O)cc1 (configuration not stated)
-6,100,-12,-10,5,4,1,102,52,100,0,CC(C)(C)n1cnc2cc(NS(=O)(=O)c3ccc(Br)cc3)ccc21
0,85,3,4,5,16,5,87,8,97,15,O=c1nc2cccc3c2=c(/c1=C(\O)c1ccccc1)c1ccccc1c3=O
-1,89,-4,0,-35,-1,-1,90,22,94,0,CC1CN(c2ncnc3c2c(-c2ccccc2)cn3-c2ccc(F)cc2)CC(C)O1 (configuration not stated)
-2,99,-2,-5,3,0,0,104,68,99,1,COc1ccc2c3c1O[C@H]1C[C@@H](O)C=C[C@@]31CCN(C)C2
-4,102,-1,-5,16,-4,-3,93,12,82,-2,O=C(CC1CS(=O)(=O)CC1CC(=O)Oc1ccccc1F)Oc1ccccc1F (configuration not stated)

Marked active in Bfl-1 Bim block (from the list above):
Bim-Bcl-B,RGS7-Gao,Bfl-1 Bim block,Bcl-2 Bim block,Mcl1-Bid inh,Bcl-W Bim block,Bim-Bcl-XL,RGS4-Gao reg,GSH bead fluor,RGS8-Gao,Mcl-1 Bim block,compound
-2,103,64*,-5,-73,13,4,100,10,101,13,COC(=O)Cc1cc(=O)[nH]c(Nc2nc3ccccc3o2)n1

The list continues:
Bim-Bcl-B,RGS7-Gao,Bfl-1 Bim block,Bcl-2 Bim block,Mcl1-Bid inh,Bcl-W Bim block,Bim-Bcl-XL,RGS4-Gao reg,GSH bead fluor,RGS8-Gao,Mcl-1 Bim block,compound
1,103,0,-1,-6,0,0,103,20,103,-5,COc1ccccc1NC(=O)c1ccc(CS(=O)(=O)c2ccc(C)cc2)cc1
-8,101,-14,-5,-13,-5,-9,96,16,99,-3,CC1Cc2ccccc2N1C(=O)CSc1nnc(-c2ccc(S(=O)(=O)N3CCOCC3)cc2)n1C (configuration not stated)
-12,100,-1,-6,20,-6,-8,100,5,93,-9,CCN1C(=O)C(CC(=O)Nc2ccc(OC)cc2)N(Cc2ccc3c(c2)OCO3)C1=S (configuration not stated)
0,102,-2,1,-31,0,-1,102,9,101,2,COc1ccc(F)cc1S(=O)(=O)Nc1cccc(C(=O)O)c1
-6,93,-5,-3,-12,-8,-3,92,11,93,-6,COCCCNC(=O)/C(C#N)=c1\s/c(=C\c2ccccc2OC(F)F)c(=O)n1CCCOC
-12,102,-15,-8,-36,-3,-6,102,16,104,-3,Cc1ccc(NC(=O)CSc2n[nH]c(C)c2[N+](=O)[O-])cc1C
5,104,6,0,-19,1,4,100,9,94,6,CCOC(=O)Cn1nnnc1CN(Cc1ccc(OC)cc1)Cc1cc2cc(CC)ccc2[nH]c1=O
-11,108,-18,-12,-46,-6,-10,108,26,103,-3,CCOc1ccc(C(=O)NCc2cccs2)cc1
-6,101,-10,-9,-2,0,-5,103,16,102,-1,COCCNc1nnc(SCC(=O)c2ccc3c(c2)OCO3)s1
-1,101,-1,1,-15,-3,-1,101,26,101,1,CN1CCCC(OC(=O)c2cc(Cl)cc(Cl)c2)C1 (configuration not stated)
-2,?,0,1,-48,0,-3,101,18,102,2,COc1cccc(C(=O)c2c(C)c(CCC#N)n3ccccc23)c1OC
-9,102,-12,-4,-3,2,-5,101,25,101,1,COc1ccc(S(=O)(=O)Nc2ccc3oc(C)c(C(=O)O)c3c2)cc1
-7,102,-3,-1,-11,-4,-6,101,19,103,-3,Cc1ccc(NS(=O)(=O)c2cccc(C(=O)Nc3cc(C)on3)c2)cc1
0,108,-4,-1,-11,0,1,99,13,102,3,CC1CN(C(=O)c2cccs2)CC(C)O1 (configuration not stated)
-2,94,-1,0,-13,-2,-4,98,4,100,-3,CCCCOC(C)n1cc(F)c(=O)[nH]c1=O (configuration not stated)
2,99,0,0,26,0,3,101,21,93,2,C#CCOCCOCCOCCNc1nc(N2CCN(C(=O)[C@H](C(C)C)n3cc(CCO)nn3)CC2)nc(N2CCN(C(=O)[C@H]([C@@H](C)CC)n3cc(CCCN=C(N)N)nn3)CC2)n1
-1,101,0,1,-14,-2,-5,97,17,100,-1,Cc1c(C(=O)NCCc2ccc3c(c2)OCCO3)oc2ccccc12
0,104,2,0,10,0,-2,105,9,106,0,CCS(=O)(=O)Nc1ccc(C2=NN(C(C)=O)C(c3cccs3)C2)cc1 (configuration not stated)
0,96,1,-1,8,0,0,103,13,103,1,O=C(NCc1ccc(F)cc1)C1CCN(S(=O)(=O)N2CCCC2)CC1
